KLK7 zymogen act – activators of human kallikrein-7 zymogen; P49862; purified proKLK7, EDANS-DABCYL substrate fluorescence; 100% is mature enzyme control, 0% vehicle; activation, % at 7 µM; 370,000 tested, 0.9% active; AID 652039;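 active = activation above the mean of all tested compounds plus 3 SD, computed per campaign excluding outliers beyond control limits, cut at about 13% in these data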
Target sequence (P49862 whole entry, looked up): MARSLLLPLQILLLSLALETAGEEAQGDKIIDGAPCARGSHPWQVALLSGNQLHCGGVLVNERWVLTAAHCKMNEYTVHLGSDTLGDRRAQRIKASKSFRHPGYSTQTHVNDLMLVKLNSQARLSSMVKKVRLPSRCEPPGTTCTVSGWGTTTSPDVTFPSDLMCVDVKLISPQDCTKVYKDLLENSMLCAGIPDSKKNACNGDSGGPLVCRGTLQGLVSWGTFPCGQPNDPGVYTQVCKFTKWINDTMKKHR
MBD2 inh – inhibitors of human MBD2 binding to methylated oligonucleotide; Q9UBB5; TR-FRET; inhibition, % at 4.4 µM; 370,000 tested, 0.31% active; AID 686964; in the data active = inhibition above about 13%
PRMT1 inh – blocks human protein arginine methyltransferase 1. recombinant PRMT1, activity-based probe fluorescence polarization. inhibition, % at 2.79 µM. Q99873. 370,000 tested, 1.3% active;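 active = inhibition above about 21% made by adding two undisclosed values, limit read from the data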
LEDGF integ inh – blocks HIV-1 LEDGF/p75-dependent DNA integration | inhibition, % at 3.7 µM | TR-FRET IN-LEDGF/p75 DNA integration, Eu/Cy5 | 370,000 tested, 0.64% active;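 active = inhibition above the screen-wide mean plus 3 SD, cut at about 13% in these data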;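 also: signal is the Cy5 over europium emission ratio at 671 and 618 nm; 0% = plate median of compound wells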
TDP2 inh – blocks human TDP2 phosphodiesterase activity. O95551. recombinant TDP2, T5PNP hydrolysis, p-nitrophenol absorbance 415 nm. inhibition, % at 12.8 µM. 370,000 tested, 0.34% active. AID 720702;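 active = inhibition above the mean of all tested compounds plus 3 SD, set per campaign, cut at about 25% in these data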;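 also: 0% = DMSO with enzyme and 100% = buffer with substrate but no TDP2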
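System – recombinant human TDP2 · Amount – 120 nM TDP2 per well · Buffer or medium – Mg2+-containing Tris-HCl buffer, pH 7.5 · Reagent – T5PNP substrate, 5 mM · Dosing – 12.8 µM single point, 1% DMSO · Incubation – 2 h at 37 °C · Measured by – epi absorbance · Read-out basis – percent inhibition · Benchmarks – high control without enzyme, low control DMSO plus TDP2 · Repeats – singlicate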
DDE Tn6 FP inh – disrupts Tn6 cyclic peptide binding to fibrin D-Dimer-E complex; 370,000 tested, 0.21% active; Fibrin DD(E) TRITC-Tn6 fluorescence polarization displacement; P02675; inhibition, % at 8.3 µM; AID 720509;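 active = inhibition above a per-campaign cutoff: mean of compounds within control limits plus 3 SD, cut at about 15% in these data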;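 also: 0% = median of all compound wells on the plate and 100% = blocking peptide control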
UHRF1 binding – UHRF1 methyl-DNA binding inhibition; Q96T88; UHRF1 binding to methylated oligo, TR-FRET; inhibition, % at 4.4 µM; 370,000 tested, 0.75% active; AID 687016; in the data active = inhibition above about 21%;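 also: UHRF1 SRA domain binding a hemimethylated CpG hairpin DNA probe; 0% = median of test compound wells and 100% = reference inhibitor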
SIAE primary – inhibitors of human sialic acid acetylesterase SIAE; Q9HAT2; SIAE FP-Rh probe binding, fluorescence polarization; inhibition, % at 9.66 µM; 370,000 tested, 0.69% active; AID 1053197;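 active = inhibition above a cutoff: mean of compounds within the control limits plus 3 SD of those, cut at about 17% in these data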;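 also: 0% = plate median of compound wells and 100% = probe without SIAE protein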
Target sequence (Q9HAT2 whole entry, looked up): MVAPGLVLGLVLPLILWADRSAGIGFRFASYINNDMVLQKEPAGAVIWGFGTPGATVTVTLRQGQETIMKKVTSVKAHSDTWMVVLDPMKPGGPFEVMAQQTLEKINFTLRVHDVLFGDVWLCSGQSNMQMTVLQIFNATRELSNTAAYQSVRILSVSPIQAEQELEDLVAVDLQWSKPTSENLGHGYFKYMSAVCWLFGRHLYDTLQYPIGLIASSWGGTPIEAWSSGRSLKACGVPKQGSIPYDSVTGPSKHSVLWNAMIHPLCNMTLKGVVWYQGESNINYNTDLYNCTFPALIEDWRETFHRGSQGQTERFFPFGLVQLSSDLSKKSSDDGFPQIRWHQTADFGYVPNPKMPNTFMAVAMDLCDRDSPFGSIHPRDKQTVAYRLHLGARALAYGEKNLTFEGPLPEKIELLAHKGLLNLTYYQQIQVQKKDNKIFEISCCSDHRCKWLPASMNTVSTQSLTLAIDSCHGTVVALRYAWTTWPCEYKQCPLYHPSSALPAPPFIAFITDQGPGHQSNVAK
DDE Tn7 FP inh – DD(E)-Tn7 binding inhibition, primary FP screen. P02675. FP displacement of FITC-Tn7 peptide from fibrin DD(E); 0% = median of compound wells per plate. inhibition, % at 8.3 µM. 370,000 tested, 0.13% active;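 active = inhibition above the mean of compounds falling within the control limits plus 3 SD of them, cut at about 14% in these data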;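 also: 0% = plate median of compound wells and 100% = 10 µM Aha-Tn7 peptide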
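Assay system: Fibrin-DD(E) protein isolated from polymerized human fibrin clots; read-out basis: percent inhibition; medium: Tris/NaCl/CaCl2 buffer, pH 7.8; signal: FP measurement; incubation: 10 min plus 3 h, room temperature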
TCR-CD3 inh – blocks the human TCR-CD3 interaction | TAMRA-labeled TCR probe fluorescence, biochemical | inhibition, % at 9.4 µM | 360,000 tested, 0.37% active | AID 651800; in the data active = inhibition above about 19%;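 also: recombinant mutant TCR 2C K166C tagged with TAMRA read by polarization; 0% = receptor in buffer alone and 100% = receptor with positive control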
Active calls of the source: *; · = not tested or not shown. Hits appear at their usual frequency; 4.6% or so of the library scored in one or more.

structure,LEDGF integ inh,TCR-CD3 inh,UHRF1 binding,SIAE primary,DDE Tn7 FP inh,KLK7 zymogen act,MBD2 inh,PRMT1 inh,DDE Tn6 FP inh,TDP2 inh
CC(=O)Oc1ccc(C(=O)[C@H]2[C@H]3C(=O)N(c4ccc(C)cc4C)C(=O)[C@H]3[C@@H]3C=CC=NN32)cc1,-5,-10,-2,-11,1,0.7,4,10,-4,-5
C=CCN(CC=C)C(=O)C(=O)c1ccn(-c2c(C)csc2C(=O)OC)c1,0,-1,6,2,1,0.1,8,1,-6,3
O=C1C(Cl)=C(Nc2ccc(F)cc2)C(=O)N1CCc1ccccc1,2,-1,-3,6,-5,-16,-1,-1,3,8
Cc1onc(-c2ccccc2Cl)c1C(=O)N(Cc1nc(-c2ccccc2)no1)C1CCCCC1,-1,0,-2,-7,0,-0.6,-7,-2,3,-2
COc1cc(-c2nnc(COC(=O)CSCC(=O)Nc3cc(C)on3)o2)cc(OC)c1OC,3,-8,-1,0,-7,-0.5,-1,-1,-4,-12
CN(C)/C=C(/C(=O)c1ccccc1Cl)S(=O)(=O)c1ccccc1,0,2,1,4,-2,0.3,-2,1,-9,0
C=CC[C@@H](CC(=O)NCCO)C(=O)N[C@H](C)COC(=O)[C@@H](CC=C)CC(=O)OC(C)(C)C,-1,-7,0,14,3,0.5,-4,2,6,-3
COc1cc(/C=C2/C(=O)NN(c3cccc(Cl)c3)C2=O)cc(Br)c1O,6,13,-1,6,-5,0.3,-9,19,-2,7
COc1cccc(C(NC(C)=O)c2nc(-c3ccc(F)cc3OC)cs2)c1 (centres undefined),7,9,-1,-4,-3,0.2,-2,-2,5,-2
O=C(COc1cccnc1[N+](=O)[O-])N1CCC(Cc2ccccc2)CC1,2,-7,-2,4,3,-0.3,-6,-1,2,11
Cc1cc(C)nc(-n2cc(C(=O)c3cc(F)ccc3O)cn2)n1,2,-1,-4,2,-6,-0.5,2,0,-10,11
CC(=O)c1cc2c(cc1NC(=O)CN1CCC(Cc3ccccc3)CC1)OCO2,-3,-1,3,2,4,-0.8,0,4,1,-16
COc1ccc(S(=O)(=O)N2CCCCCC2)cc1NC(=O)c1c2c(nc3ccccc13)CCN(Cc1ccccc1)C2,0,9,0,3,-3,0.3,-4,-3,-2,5
COc1ccc(OC)c(NC(=O)C2CCCN(S(=O)(=O)c3c(C)noc3C)C2)c1 (centres undefined),-1,6,-4,4,0,0.2,2,1,-1,6
Cc1ccc2nc(C(=O)N3CCc4c([nH]c5ccccc45)C3c3ccccn3)cn2c1 (centres undefined),0,4,-3,7,4,-0.2,-1,-3,4,1
COC(=O)C(C)n1cnc2c(nnn2-c2ccc(C)cc2)c1=O (centres undefined),-1,-11,6,-6,0,-0.4,6,11,-9,-13
C=C(C)C(=O)Nc1cccc(C2=NOC3(C2)C[C@@H](C(N)=O)N(C(=O)C(=C)C)C3)c1 (some centres undefined),16*,6,74*,-7,-4,0.4,35*,-1,5,7
CN(Cc1ccc(F)cc1)Cc1nc(CCc2ccccc2)no1,1,-1,4,-5,1,0.4,4,0,-1,1
Cc1nnc2nc(-c3ccccc3)nc(-c3ccccc3)n12,5,-7,2,-10,1,-0.1,-2,-4,-6,-10
COc1ccc(CCC(=O)NCC(=O)OCc2ccccc2)cc1,-6,8,1,-6,1,-0.2,-6,0,0,-8
CC(C)(C)NCC(O)COc1cccc2[nH]c(=O)[nH]c12 (centres undefined),2,1,1,-4,7,-0.2,2,4,-10,4
CCC(Sc1nc(C)cc(C)n1)C(=O)Nc1ccc(S(N)(=O)=O)cc1 (centres undefined),-1,-2,2,-7,-6,-0.8,-2,2,4,-17
CCCn1c(SCC(=O)NC(=O)NC(C)(C)C)n[nH]c1=O,-3,4,0,0,4,0.1,-1,-7,0,-5
COc1ccccc1NC(=O)C1CC(C(C)C)OC1=O (centres undefined),3,-1,7,5,-2,-0.1,-2,-2,9,-19
CCC(=O)Oc1ccc(-c2nc(-c3cccnc3)no2)cc1,2,0,4,4,-4,-0.3,3,0,0,3
CCOC(=O)c1cc2c(c(CCO)n1)[C@@H](CCO)N(S(=O)(=O)C(C)(C)C)C2,1,4,0,-3,3,-0.3,2,-5,3,7
COc1ccc(N2CCN(C(=O)Cc3coc4cc(C)ccc34)CC2)cc1,-2,8,-1,10,3,0.7,1,-1,1,-14
C/C(=N\NC(=O)C1(C)CC1(Br)Br)c1cccc(NC(=O)c2ccc(C)o2)c1 (centres undefined),1,4,0,-9,0,0.2,1,0,-2,-5
CCOC(=O)c1c(C)[nH]c(C)c1S(=O)(=O)NCc1ccc(OCC)cc1,0,4,1,0,-6,0.5,3,-2,0,10
CCc1sc2nc(SCC(=O)Nc3cc(C)on3)n(-c3cccc(OC)c3)c(=O)c2c1C,-1,-8,3,7,2,-0.3,0,4,-2,-1

A different layout for 3 compounds above:
COc1ccc(N2CCN(C(=O)Cc3coc4cc(C)ccc34)CC2)cc1
  LEDGF integ inh: -2
  TCR-CD3 inh: 8
  UHRF1 binding: -1
  SIAE primary: 10
  DDE Tn7 FP inh: 3
  KLK7 zymogen act: 0.7
  MBD2 inh: 1
  PRMT1 inh: -1
  DDE Tn6 FP inh: 1
  TDP2 inh: -14

CCOC(=O)c1c(C)[nH]c(C)c1S(=O)(=O)NCc1ccc(OCC)cc1
  LEDGF integ inh: 0
  TCR-CD3 inh: 4
  UHRF1 binding: 1
  SIAE primary: 0
  DDE Tn7 FP inh: -6
  KLK7 zymogen act: 0.5
  MBD2 inh: 3
  PRMT1 inh: -2
  DDE Tn6 FP inh: 0
  TDP2 inh: 10

CCCn1c(SCC(=O)NC(=O)NC(C)(C)C)n[nH]c1=O
  LEDGF integ inh: -3
  TCR-CD3 inh: 4
  UHRF1 binding: 0
  SIAE primary: 0
  DDE Tn7 FP inh: 4
  KLK7 zymogen act: 0.1
  MBD2 inh: -1
  PRMT1 inh: -7
  DDE Tn6 FP inh: 0
  TDP2 inh: -5

Following part
structure,LEDGF integ inh,TCR-CD3 inh,UHRF1 binding,SIAE primary,DDE Tn7 FP inh,KLK7 zymogen act,MBD2 inh,PRMT1 inh,DDE Tn6 FP inh,TDP2 inh
COc1ccc(/C=N/NC(=O)c2ccncc2)cc1CN1CCCc2ccccc21,5,8,0,19*,-5,0.7,2,2,-1,-1
NC(=O)C1CCN(c2nc(-c3ccccc3F)cs2)CC1,0,-1,2,-3,-8,0.3,3,-3,2,-9
O=C(Nc1ccc(C(=O)N2CCN(c3ccccc3F)CC2)cc1)C1=CSCCO1,-3,-1,0,4,-2,0.2,-2,2,-3,-5
CC(C)CNC(=O)OCc1cn(Cc2ccccc2)nn1,-2,·,0,3,0,-0.6,-3,-1,-7,0
CCN(CC)C(=O)CCSc1nnc(-c2ccncc2)o1,-3,-2,2,-6,2,0.2,-5,-1,-1,1
O=C(CSc1nc2ccccc2c(=O)n1Cc1ccc(C(=O)NC2CC2)cc1)NCc1ccco1,0,2,-2,-5,5,0.5,-1,1,6,5
Cc1ccc(S(=O)(=O)N(CC(=O)NC2CC2)c2ccc(C)c(Cl)c2)cc1,0,7,-1,-1,7,-0.3,-1,-2,0,0
COCCNc1ncnc2c1ncn2[C@H]1CN(Cc2ccc3c(c2)OCO3)C[C@@H](CO)O1,1,2,-2,1,10,-0.2,4,1,4,1
CCC(=O)Nc1nc2c(s1)COc1ccccc1-2,0,5,-2,7,9,0.0,-5,0,-3,-5
Cc1ccc(S(=O)(=O)NCC(=O)NCC2COc3ccccc3O2)cc1C (centres undefined),0,1,1,6,-4,0.1,-3,-1,1,-5
O=C(CCc1ccccc1)Nc1ccc(NC(=O)C2CCCCC2)nc1,0,3,1,-2,2,-0.3,5,-1,3,2
CN(C)S(=O)(=O)N1CCN(S(=O)(=O)N(C)C)CC1,-1,6,0,6,-5,-0.2,0,-3,-7,3
Cc1ccc(S(=O)(=O)N2CCOCC2)cc1NC(=O)COC(=O)C1=COCCO1,-2,4,-1,3,4,0.1,0,3,2,13
CCCCN(Cc1ccccc1)C(=O)C1CCN(S(=O)(=O)c2c(C)noc2C)CC1,1,-3,-1,1,-2,0.5,4,-3,3,-3
CCO[C@H]1OC(C(=O)N2CCN(C)CC2)=C[C@@H](c2coc3ccccc3c2=O)[C@@H]1CCCO,2,5,2,15,-2,0.3,-1,-1,-3,3
CSc1ccccc1C(=O)Nc1cc(C)cc(C)c1,1,-2,0,-1,-3,1.2,-3,-2,1,-8
CCOc1ccc(Cl)cc1-c1cc(C(=O)Nc2ccc(Br)cc2)[nH]n1,0,7,-1,-88,-7,1.0,-2,-1,-3,1
Cc1ccc(C(=O)NCC(=O)OCc2nnc(-c3ccc([N+](=O)[O-])cc3)o2)s1,-7,6,7,7,1,-0.3,-3,5,-1,-5
CN(C)C(=O)c1ccc(NC(=O)c2ccccc2Sc2ccccc2C#N)cc1,1,-1,-3,-4,-2,-0.6,3,1,-3,-2
O=C(NCc1ccco1)c1nc2ccccc2s1,1,8,2,-8,-6,0.1,-2,-1,1,8
Cc1nc2ccc(C(=O)NCCCN3CCCC3=O)cn2c1N(C)C(=O)CCc1ccccc1,-5,1,2,-7,3,0.1,2,4,2,0
COc1cccc(-c2nc3nc(C)cc(C)n3c2NC2CCCC2)c1,-7,0,0,-4,5,1.6,4,5,-4,-7
CC(C)(C)NC(=O)/C(=C\c1ccco1)NC(=O)c1cccs1,0,-1,-3,4,1,0.0,-5,5,4,-17
O=C(CSc1nc(-c2ccccc2)cs1)N1CCc2ccccc21,2,-8,3,-4,-1,0.7,-4,0,-4,-1
CC(=O)c1c(O)c2ccccc2n(Cc2ccccc2)c1=O,-5,-12,5,-12,4,-0.1,4,1,-6,-8
O=C(CCNC(=O)c1ccc(Br)cc1)Nc1nccs1,3,7,-2,5,1,-0.5,-4,-10,-5,5
NS(=O)(=O)c1cccc(NC(=O)CC23CC4CC(CC(Br)(C4)C2)C3)c1,-5,-7,4,1,4,-0.4,0,1,-2,-1
C=CCC(c1ccccc1F)N(CCN1CCOCC1)C(=O)Nc1cccc(Cl)c1 (centres undefined),3,7,0,1,-8,0.5,-1,1,-1,3
COc1ccc(Cl)c(CNC[C@H]2O[C@@H](n3cnc(C(N)=O)n3)[C@H](O)[C@@H]2O)c1,0,5,-3,10,-3,-0.2,0,0,2,14
O=C(Nc1ccc(C(F)(F)F)cc1)c1ccc2ncsc2c1,-1,-3,0,-8,5,0.3,3,14,5,4
O=C(NCC(c1ccco1)N1CCCCC1)c1cc2c(s1)CCCC2 (centres undefined),4,6,-2,-2,-1,0.8,1,-1,12,-7
COc1ccc(NC(=O)Cn2cccc2)c(OC)c1,0,4,3,2,1,0.2,3,2,3,-1
O=S(=O)(c1ccc2ccccc2c1)N1CCN(C2CCN(Cc3ccccc3)CC2)CC1,5,8,0,5,-10,0.0,-6,-3,3,10
COc1ccc(-c2noc(COc3ccc4ccccc4c3Br)n2)cc1OC,-4,3,0,-2,-2,-0.2,1,0,-3,4

Screens as filed in PubChem BioAssay.
